Screens from PubChem.
phage Ecoli inh: E. coli growth loss with phage present. growth absorbance. inhibition, % at 11.9 µM. actives 0.26% (n = 360,000); in the data active = inhibition above about 11%
PKA-R2B act: PKA-R2B complex activation; actives 0.079% (n = 340,000); PKA-R2B holoenzyme dissociation, Cy5-IP20 fluorescence polarization; R2B truncated from residue 108, S112A mutant; 0% DMSO only, 100% 113 µM cGMP; P22694+P31323; activation, % at 11.4 µM;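 active = activation above a cutoff set at the mean over all compounds plus 3 SD, cut at about 18% in these data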;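 also: higher means more holoenzyme dissociation and a rise in polarization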
Target sequence (P31323 whole entry, looked up, other chains not shown, the tested form may be a part): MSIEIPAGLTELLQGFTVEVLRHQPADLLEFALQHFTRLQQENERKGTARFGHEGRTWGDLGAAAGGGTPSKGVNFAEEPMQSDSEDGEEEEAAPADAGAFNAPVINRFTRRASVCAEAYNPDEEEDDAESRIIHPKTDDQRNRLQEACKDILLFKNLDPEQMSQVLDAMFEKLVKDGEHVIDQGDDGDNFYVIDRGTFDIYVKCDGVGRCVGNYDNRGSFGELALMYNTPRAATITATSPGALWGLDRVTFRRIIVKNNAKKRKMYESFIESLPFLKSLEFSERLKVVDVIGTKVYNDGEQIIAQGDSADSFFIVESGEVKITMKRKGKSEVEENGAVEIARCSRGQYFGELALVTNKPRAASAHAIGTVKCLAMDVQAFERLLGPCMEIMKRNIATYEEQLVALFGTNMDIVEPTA
DAGLB inh: blocks human DAGLB lipase activity. Q8NCG7. HEK293T DAGLB membrane lysate, EnzChek fluorogenic substrate. inhibition, % at 5.17 µM. actives 0.059% (n = 340,000). AID 504411; in the data active = inhibition above about 34%;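 also: 0% = enzyme with vehicle and 100% = wells lacking enzyme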
Target sequence (Q8NCG7 whole entry, looked up): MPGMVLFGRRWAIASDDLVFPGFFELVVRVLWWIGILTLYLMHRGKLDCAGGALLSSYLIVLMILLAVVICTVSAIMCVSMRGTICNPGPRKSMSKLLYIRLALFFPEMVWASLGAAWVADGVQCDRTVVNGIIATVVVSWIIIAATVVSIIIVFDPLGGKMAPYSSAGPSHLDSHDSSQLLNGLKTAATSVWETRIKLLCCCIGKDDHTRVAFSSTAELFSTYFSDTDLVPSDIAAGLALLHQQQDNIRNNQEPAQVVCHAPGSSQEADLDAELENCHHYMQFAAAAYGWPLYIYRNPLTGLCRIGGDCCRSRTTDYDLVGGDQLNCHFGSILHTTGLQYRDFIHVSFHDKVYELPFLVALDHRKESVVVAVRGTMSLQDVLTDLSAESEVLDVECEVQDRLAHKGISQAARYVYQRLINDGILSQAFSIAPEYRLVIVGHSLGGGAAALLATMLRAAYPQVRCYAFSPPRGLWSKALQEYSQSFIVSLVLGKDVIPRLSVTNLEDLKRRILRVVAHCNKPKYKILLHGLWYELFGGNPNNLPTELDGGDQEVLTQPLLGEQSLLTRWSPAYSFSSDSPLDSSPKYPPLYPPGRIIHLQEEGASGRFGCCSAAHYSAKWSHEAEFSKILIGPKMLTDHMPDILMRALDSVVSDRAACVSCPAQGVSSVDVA
SUMO Mot1 rescue: blocks SUMOylation pathway, rescuing yeast Mot1-301 growth. growth rescue, % at 18.8 µM. S. cerevisiae Mot1-301 growth rescue, ATP luminescence, 38.5C; percent above DMSO median, 100 means doubled. AID 2716. actives 1% (n = 320,000);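 active = every valid replicate shows activation above 250% relative to neutral control wells; inactive = the rest, any valid replicate at or below 250%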;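 also: OY570 slx delta 5 strain wells were the positive control but not used for scaling; some compounds called inactive have numbers as strong as hits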
Ecoli viability: bacterial growth inhibition, counter-screen for AddAB inhibitors | E. coli V3065 growth, OD600 absorbance, 18 h | inhibition, % at 11.9 µM | actives 0.27% (n = 330,000) | AID 449728;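 active = inhibition above the campaign's mean inhibition across all tested compounds plus 3 SD, cut at about 9.9% in these data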;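 also: uninfected addAB+ strain grown without phage in ampicillin broth; 0% = DMSO wells and 100% = ciprofloxacin 0.95 µg/ml wells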
Tat transport: blocks Tat-dependent protein export in E. coli | E. coli MC4100 TorA-mCherry Tat export, fluorescence | inhibition, % at 10 µM | actives 0.036% (n = 340,000) | AID 488895;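 active = mean replicate inhibition at least 50% and at least half of replicates individually reaching 50%; inconclusive = only one of the two criteria met; inactive = neither criterion met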;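 also: exported cargo escapes ClpAP degradation while cytoplasmic cargo is degraded and loses fluorescence; 0% = median of neutral control wells and 100% = median of NaSCN control wells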
HTR5A ag ctr: counter-screen for OPRM1-OPRD1 agonists: human HTR5A agonism; actives 0.61% (n = 340,000); P47898; activation, % at 9.3 µM; HTR5A agonist assay, luminescence, cell-based; in the data active = activation mostly above about 9.5%, no sharp cut-off; inactive = mostly below about 7.6%;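 also: 0% = cells with vehicle only and 100% = reference agonist; strong numbers were not always called active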
PKA-R1A act: activators of PKA-R1A complex; P00514+P68181; PKA-R1A dissociation, Cy5-IP20 fluorescence polarization; scaled: DMSO 0%, 113 µM cGMP 100%; activation, % at 11.4 µM; actives 0.083% (n = 340,000); AID 504707;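 active = percent activation above the mean of all tested compounds plus 3 SD, cut at about 19% in these data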;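 also: higher means more PKAc released from R1A so a rise in polarization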
AddAB inh: less growth of phage-infected E. coli with AddAB; E. coli expressing H. pylori AddAB, absorbance growth; inhibition, % at 11.9 µM; actives 0.29% (n = 330,000); in the data active = inhibition above about 12%;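 also: 0% = vehicle wells of infected cells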
CDK5 p35 inh: blocks human CDK5/p35 kinase activity; Q00535+Q15078; Recombinant CDK5/p35, ADP-Glo luminescence, 60 min; inhibition, % at 10 µM; actives 0.01% (n = 330,000);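 active = highest replicate inhibition of at least 50% and at least 75% of replicates reaching 50%; inconclusive = only one of the two criteria met; inactive = both criteria failed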;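 also: plate controls were DMSO neutral control for no effect and GW8510 at 10 µM for full effect; many of its hits are not listed in these tables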
HTR5A inv ctr: counter-screen for OPRM1-OPRD1 inverse agonists: human HTR5A inverse agonism | HTR5A cell line, luminescence | actives 0.083% (n = 340,000) | P47898 | AID 504634 | inhibition, % at 9.3 µM; in the data active = inhibition mostly above about 23%, no sharp cut-off; inactive = mostly below about 18%;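 also: 0% = cells with DMSO and 100% = no-cell wells with DMSO; some compounds called inactive have numbers as strong as hits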
Starred values were filed as active, the others as inactive; ? = inconclusive; nt = not tested or not shown. No enrichment for hits; overall some 2.3% were active at least once.

SMILES	phage Ecoli inh	PKA-R2B act	DAGLB inh	SUMO Mot1 rescue	Ecoli viability	Tat transport	HTR5A ag ctr	PKA-R1A act	AddAB inh	CDK5 p35 inh	HTR5A inv ctr
CCOC(=O)C1CCN(C(=O)Nc2ccc(C)c(Cl)c2)CC1	3.5	5	1	-10	0.9	?	-3	1	2.5	-0.3	-5
CC(=O)Nc1ccc(NC(=O)CSc2nnc(NC(=O)c3cccc(F)c3)s2)cc1	-2.0	2	3	-16	1.0	-3	-2	7	0.4	1.2	4
Cc1cc(-c2ccccc2)n(-c2ccccc2)n1	3.8	-2	-6	-15	-0.1	-3	1	-8	1.1	-5.8	-2
CC1CC(Nc2cccc(O)c2)=CC(=O)O1 (stereo unspecified)	3.1	-7	-4	-8	-3.8	-5	4	-6	1.6	-0.6	-12
N=c1c(S(=O)(=O)c2ccccc2)cc2c(=O)n3ccccc3nc2n1C1CCCC1	1.9	2	-1	-17	0.0	-4	4	1	2.5	-1.3	-11
Cc1ccc(CCN2CCN=C2N(C)C)cc1	1.5	0	-1	-9	0.4	-18	16	-4	-0.5	-3.5	0
CCOc1ccc(S(=O)(=O)Nc2cc(OC)ccc2OC)cc1	-0.6	0	3	-15	0.0	-3	4	-12	-0.4	-0.2	13
C=CCn1cccc(C(=O)Nc2ccc(N(C)C)cc2)c1=O	1.0	-7	3	-3	0.2	2	3	-6	0.9	0.2	-11
Cc1ccc(CN2CCN(C3CCOCC3)CC2CCO)cc1 (stereo unspecified)	-0.1	-13	4	4	0.6	-4	0	-9	-1.4	-1.3	-1
O=C/C(=C\Nc1ccc(Cl)cn1)c1nc2cc(Cl)ccc2o1	2.6	-3	-3	-16	-1.1	2	-1	0	2.1	1.4	6
CCN(CC(=O)NCc1ccc(Cl)cc1)C(=O)CCOc1ccc(C)cc1	2.3	-5	-4	0	-3.0	-2	-7	-16	-0.9	2.3	17
COc1cccc(/C=N/NC(=O)C(=O)N2CCCCCC2)c1OC	2.4	-8	0	14	0.4	-1	-3	-2	0.6	-0.4	0
CCn1c(C)nc2cc(C(=O)NNC(=O)CCC3CCCCC3)ccc21	nt	-1	1	-5	-1.0	1	2	4	4.5	0.0	-15
COc1ccc(C2C(C(=O)N3CCC(C)CC3)c3ccccc3C(=O)N2C)cc1 (stereo unspecified)	2.3	3	-2	-4	-1.0	-6	0	-5	2.4	-1.0	6
COc1cccc(/C=N/NC(=O)CN2CC(c3ccccc3)CC2=O)c1OC (stereo unspecified)	4.2	4	1	-1	-1.8	0	1	7	0.1	-0.8	4
COC(=O)c1ccc2c(c1)NC1=C(C(=O)CC(C)(C)C1)C(c1ccncc1)N2 (stereo unspecified)	3.9	1	1	-2	-0.1	2	3	-14	0.9	0.8	4
COc1ccc(Cc2noc(CN3CCCC(C(=O)c4cccs4)C3)n2)cc1OC (stereo unspecified)	2.7	-6	0	96	-0.8	-18	5	-5	2.8	2.2	-2
CCOc1cc(N2CCOCC2)c(OCC)cc1NC(=O)Cn1cnc2c(=O)n(C)c(=O)n(C)c21	2.5	4	-1	-6	-1.6	1	nt	-3	1.1	0.7	nt
CC1SCC(=O)N(CC(=O)NCCc2ccccc2)C1=O (stereo unspecified)	1.3	-5	-1	8	2.1	2	-1	-3	0.5	-0.4	4
Nc1ccccc1SCC(O)Cn1ccc2ccccc21 (stereo unspecified)	nt	5	0	7	0.0	10	-3	-3	0.5	-1.1	9
COc1ccc(-c2c(C(C)=O)c(C)n(C)c2C)cc1	3.8	4	0	-26	-2.5	5	2	-3	2.8	1.1	-12
Cc1cccc(NC(=S)N2CCCCCC2)c1C	2.5	2	4	1	nt	-2	2	-8	nt	-2.4	-8
COc1cccc(NC(=O)CSC2=NN3CCCC(=O)N=C3S2)c1	3.5	-6	-10	98	-0.5	-5	12	0	3.2	-0.2	7
O=C(Nc1ccc2nc(C3CC3)n(Cc3ccc(F)cc3)c(=O)c2c1)c1ccco1	-1.2	-6	1	147	0.9	-3	-2	0	3.6	-0.4	7

3 of the entries above in order of the Tat transport value, descending.
structure,phage Ecoli inh,PKA-R2B act,DAGLB inh,SUMO Mot1 rescue,Tat transport,PKA-R1A act,AddAB inh,CDK5 p35 inh
COC(=O)c1ccc2c(c1)NC1=C(C(=O)CC(C)(C)C1)C(c1ccncc1)N2 (stereo unspecified),3.9,1,1,-2,2,-14,0.9,0.8
CCOc1cc(N2CCOCC2)c(OCC)cc1NC(=O)Cn1cnc2c(=O)n(C)c(=O)n(C)c21,2.5,4,-1,-6,1,-3,1.1,0.7
COc1ccc(C2C(C(=O)N3CCC(C)CC3)c3ccccc3C(=O)N2C)cc1 (stereo unspecified),2.3,3,-2,-4,-6,-5,2.4,-1.0

Complete entries as entered above. Values in the order: phage Ecoli inh	PKA-R2B act	DAGLB inh	SUMO Mot1 rescue	Ecoli viability	Tat transport	HTR5A ag ctr	PKA-R1A act	AddAB inh	CDK5 p35 inh	HTR5A inv ctr
Record of `COc1cccc(/C=N/NC(=O)CN2CC(c3ccccc3)CC2=O)c1OC` (stereo unspecified) → 4.2	4	1	-1	-1.8	0	1	7	0.1	-0.8	4
Record of `CCn1c(C)nc2cc(C(=O)NNC(=O)CCC3CCCCC3)ccc21` → nt	-1	1	-5	-1.0	1	2	4	4.5	0.0	-15
Record of `Nc1ccccc1SCC(O)Cn1ccc2ccccc21` (stereo unspecified) → nt	5	0	7	0.0	10	-3	-3	0.5	-1.1	9
Record of `COC(=O)c1ccc2c(c1)NC1=C(C(=O)CC(C)(C)C1)C(c1ccncc1)N2` (stereo unspecified) → 3.9	1	1	-2	-0.1	2	3	-14	0.9	0.8	4
Record of `O=C(Nc1ccc2nc(C3CC3)n(Cc3ccc(F)cc3)c(=O)c2c1)c1ccco1` → -1.2	-6	1	147	0.9	-3	-2	0	3.6	-0.4	7

The listing continues:
SMILES	phage Ecoli inh	PKA-R2B act	DAGLB inh	SUMO Mot1 rescue	Ecoli viability	Tat transport	HTR5A ag ctr	PKA-R1A act	AddAB inh	CDK5 p35 inh	HTR5A inv ctr
Cc1ccc(-c2csc(NC(=O)C3CC(=O)N(Cc4ccco4)C3)n2)cc1 (stereo unspecified)	-0.9	4	-3	33	0.6	24	-1	-10	3.4	0.6	2
CCC(=O)OCC(=O)Nc1ccc([N+](=O)[O-])cc1OC	2.0	-1	0	-5	-0.2	-8	-1	-1	-2.7	-3.6	2
CC(C)(C)[C@H]1COC(=O)[C@@H](Cc2ccc(F)cc2)CC/C=C/C[C@@H](CC(=O)N[C@H](CO)Cc2ccccc2)C(=O)N1	-1.8	-4	4	-7	-2.0	5	-2	3	0.6	-2.1	3
O=C(NNS(=O)(=O)c1ccc(Cl)cc1)NC1CCCCC1	1.6	4	0	3	-0.2	13	5	-2	0.6	-2.3	10
C=CCNC(=O)c1cc(Cl)ccc1[N+](=O)[O-]	0.8	-4	2	7	-0.9	-5	6	-1	0.6	-1.4	-13
CCCN(C(=O)COC(=O)CC1CCCCC1)c1c(N)n(Cc2ccccc2)c(=O)[nH]c1=O	2.4	3	0	-9	0.7	1	3	-2	-2.4	-0.7	-22
O=C(Nc1cccc(-c2nc3ccccc3o2)c1)c1cccnc1	4.0	-11	-1	3	0.3	17	6	-13	2.5	-1.5	0
Cc1ccc(NC(=S)NC(NC(=O)c2ccccc2C)C(Cl)(Cl)Cl)c(C)c1 (stereo unspecified)	8.5	-12	3	627*	0.4	-1	1	-1	4.8	0.6	-1
COc1ccc(CNc2nc3nc(C)c(Cl)c(C)n3n2)cc1	-0.1	-5	-1	17	1.8	-2	-1	-3	-0.5	1.0	-15
COc1cccc(Oc2ccc(C(F)(F)F)cc2N)c1	2.6	-12	-3	8	-0.7	-6	3	-4	4.8	-1.9	-41
Cc1cccc(NC(=O)CN2C(=O)NC3(CCCCCCC3)C2=O)c1C	3.8	-13	-3	-3	-1.1	6	-4	-3	-2.2	-0.5	16
C=C(C)c1cccc(C(C)(C)NC(=O)Nc2ccccc2OCC)c1	-0.4	-10	-8	3	1.4	2	3	-6	1.4	3.8	-19
O=C(CN1CCCCCC1)Nc1c(Cl)cc(Cl)cc1Cl	2.5	2	-2	-15	-1.0	2	1	-5	-0.1	0.5	-5
COc1ccc(C(=O)Cn2c(NCCCO)nc3ccccc32)cc1OC	2.8	3	-1	-1	-0.4	5	7	1	3.7	-1.0	-25
Cc1cc(C)cc(SCc2noc(C(=O)NCCC(C)C)c2C(=O)NCCC(C)C)c1	1.8	-8	-10	433	-2.6	-2	-8	-4	4.4	-2.1	20
CCOC(=O)c1c(O)c2ccccc2n(CC)c1=O	3.4	17	4	7	-0.8	-3	0	0	3.9	-1.1	1
CC1(c2ccc(OC(F)F)cc2)NC(=O)N(CC(=O)Nc2cccc(F)c2)C1=O (stereo unspecified)	0.1	-5	-2	-8	-1.3	1	-4	-13	1.1	-1.1	-19
COc1ccccc1/C=C\C=N\n1c(-c2ccc(Cl)cc2Cl)n[nH]c1=S	6.7	4	-2	-5	2.7	-3	5	4	1.6	2.5	0
COc1cc(OC)cc(-c2nnc(SCc3cccnc3)o2)c1	1.9	-4	-3	2	-1.7	8	-4	-15	2.1	-0.2	11
CCN(CC)C(=O)C(=O)Nc1cc(C(F)(F)F)ccc1Cl	-0.3	-6	-4	0	-1.2	14	3	-8	2.8	-0.5	8
O=C(c1ccc(-c2ccccc2Cl)o1)N1CCCCCCC1	4.3	-10	-8	nt	nt	7	-4	-4	nt	0.5	11
COc1ccc(NC(=O)C(=O)NNC(=O)COc2ccc(Cl)cc2)c(OC)c1	-1.2	-1	-1	7	-4.8	-2	5	0	-5.1	0.5	-12
Cc1ccc(S(=O)(=O)CCC(=O)N2CCN(c3ccc([N+](=O)[O-])cc3)CC2)cc1	1.8	4	-1	8	-3.1	1	7	4	3.7	-1.8	-25
Cc1cc(C)nc(NCC(O)COc2ccccc2C)n1 (stereo unspecified)	1.4	7	0	-8	0.2	4	1	6	0.3	-0.9	-1
COc1ccc(CNC(=O)CCS(=O)(=O)Cc2ccc(C)cc2)c(OC)c1	2.5	0	1	-9	-0.8	-3	5	7	1.9	-2.8	-15
Cc1nccc(-c2cccc(NC(=O)c3ccccc3Cl)c2)n1	-2.7	-1	-3	13	-0.7	-12	3	12	0.8	0.6	1
CCOc1nc2ccccc2cc1/C=C/C(=O)O	1.4	-2	-8	19	1.6	-7	1	6	-2.1	-6.7	-3
CC(=O)Nc1ccc(SCCCC(=O)c2ccccc2)cc1	0.6	4	-1	4	-0.2	4	-2	4	2.7	0.9	5
Cn1c(CNC(=O)c2ccccc2F)cc2ccccc21	0.3	-6	-1	2	1.5	3	-2	-5	0.7	1.5	9
CC(=O)OCCOCn1cnn2c(=O)c(Br)c(C)nc12	1.1	2	-2	-8	-2.0	-3	2	-15	-1.8	-4.2	-4
Cc1ccc(NC(=O)COC(=O)c2cccnc2)cc1	0.0	-6	1	-19	-0.8	-6	2	-2	3.6	0.2	-6
